Screens (PubChem)
p53ts 39C kill: qHTS Screen for Compounds that Selectively Target Cancer Cells with p53 Mutations: Cytotoxicity of p53ts Cells at the Nonpermissive Temperature; H1299-p53A138V viability at 39C, ATP luminescence, 24 h; Potency, µM (doses to about 46.1 µM), for inactives: at the top dose activity change, negative = cell killing, most hits filed as cytotoxic; 1.5% of 130,000 active; AID 902, 2007; note: nearly all actives have a fitted effect of over 55% in size
p53ts 32C kill: qHTS Screen for Compounds that Selectively Target Cancer Cells with p53 Mutations: Cytotoxicity of p53ts Cells at the Permissive Temperature; H1299-p53A138V at 32C, ATP luminescence viability, 24 h; 0.93% of 130,000 active; Potency, µM (series often up to 46.1 µM), inactives show at the top dose activity change, negative = cytotoxicity, usual class: cytotoxic; AID 924, 2007;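 note: 0% = DMSO and -100% = full killing by reference compound; nearly all actives have a fitted effect of over 55% in size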
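H1299-p53 A138V cells (temperature-sensitive p53) exposed 24 h to up to 46 uM compound at 32C, where p53 is wild-type in conformation. Viability read as ATP luminescence and normalised to DMSO and 100 uM tamoxifen. AC50 fitted with the Hill equation.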
IkB signaling: IkB Signaling; 0.04% of 110,000 active; Potency, µM (top dose mostly 57.1 µM), inactives show at the top dose IkBa stabilization activation; ABC-DLBCL IkBa-CBG/CBR dual luciferase ratio, 4 h; response scale: scaled: untreated 0%, proteasome inhibitor 100%; active = well fitted curve in the direction sought with a large enough effect in the signal ratio, not every such curve was filed as active; inconclusive = small, poorly fitted or top-dose-only effect, or a change in a side signal; the % refers to the signal ratio;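 note: the direction sought is a rising ratio; 0% = basal untreated cells and 100% = reference inhibitor full response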
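Luminescence ratio of IκBα-fused green versus native red beetle luciferase in OCI-Ly3 cells, 4 h post-doxycycline with compound; red signal alone, scaled from basal (0%) to zero light (-100%), flagged nonspecific or cytotoxic effects.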
Peg3 imprint: qHTS Assay for Compounds that Induce Erasure of Genomic Imprints; mouse ES Peg3-LacZ reporter, beta-gal luminescence, 40 h; Potency, µM (doses to about 60.7 µM), for the others: at the highest dose activity change, positive = activation, hits mostly activators; 0.02% of 110,000 active; AID 1948, 2009;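 note: 0% = negative control wells on the plate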
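Each well holds 300 Peg3LacZ-Neo (maternal) female ES cells incubated 40 h at 37C, 5% CO2. LacZ is measured by BetaGlo luminescence, with AC50 and maximum efficacy derived from dose-response curves.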
Starred values were filed as active, the others as inactive; ? = inconclusive; . = not tested or not shown; & = joins results of further samples; [ ] = dose if it differs, or a comment. Unless noted, calls come from the whole dose curve; as a rule, active = well fitted curve in the direction sought with a large enough effect; inconclusive = small, poorly fitted or top-dose-only effect, or another doubt; inactive = no such curve, though single readings can be large; an effect the other way counts as inactive or inconclusive. Unless noted, % is set by controls: 0 for no effect and ±100 for the full control effect; potency is the fitted concentration of half-maximal effect. This is a subset. The share of hits here may be higher or lower than overall.

SMILES	p53ts 39C kill	p53ts 32C kill	IkB signaling	Peg3 imprint
C[C@@]12CC[C@H]3[C@@H](CC[C@@H]4C[C@H]5S[C@H]5C[C@]43C)[C@H]1CC[C@H]2O	-1%[20.6 µM]	6%[20.6 µM]	-1.2%[25.6 µM]	-9%[16.8 µM]
COc1cc(OC)c(/C=C2/C(=O)Nc3ccccc32)c(OC)c1	?	?	?	-18%
COC(=O)[C@H]1C(=O)c2ccccc2O[C@@](C(=O)OC)(c2ccccc2)[C@@H]1c1ccccc1	-4%[9.22 µM]	5%[9.22 µM]	.	.
CCOc1ccc(CN(CCc2ccc3c(c2)OCO3)Cc2ccc(CC)cc2)cc1	-4%	-17%	5.5%	-16%[10.9 µM]
O=C(NC1CC1)C1CSC(c2cccnc2)=N1 (centres undefined)	2%	1%	2.3%	-8%
CC1=NCCc2c1[nH]c1cc(O)ccc21	-13%	-3%	-0.3%[11.4 µM]	-44%[inhibitor]
CN1CCN(C(=O)Cc2nc3ccccc3[nH]2)CC1	-8%	-6%	4.1%	-11%
O=C(Cc1ccccc1)Oc1ccccc1N1C(=O)CCC1=O	-3%	-2%	-0.2%	-28%
ClC(Cl)=C(Cl)Cl	-8%&-3%	11%&8%[1.84 µM]	0.9%&2.5%	6%&0%
C=CCN1C[C@H](C)N([C@H](c2ccc(C(=O)N(CC)CC)cc2)c2cccc(O)c2)C[C@H]1C	1%	3%	0.7%	-7%
Oc1ccc2c3c1O[C@H]1[C@@H](O)CC[C@]4(O)[C@H](C2)N(CC2CCC2)CC[C@@]314	0%[20.6 µM]	0%[20.6 µM]	1.5%[25.6 µM]	-2%[16.8 µM]
Cc1ccc(Cn2cccc(C(=O)Nc3nc4ccc(C)cc4s3)c2=O)cc1	6%	-4%	1.0%	-10%[10.9 µM]
CN1CCC(N(C)c2nc(-c3ccccc3)nc3ccccc23)CC1	-10%	16%	7.0%	-22%
O=C(Cc1ccccc1)OCn1nnc2ccccc2c1=O	-11%	3%	-0.4%	-15%
Cc1cnc[nH]1	-3%	16%[1.84 µM]	0.9%	6%
c1ccc2oc(N3CCNCC3)nc2c1	-18%	11%	-1.4%	-1%
C=C1CCC(O)C/C1=C\C=C1/CCCC2(C)C1CCC2C(C)CCCC(C)C (centres undefined)	-9%	-3%	.	-12%
CC(C)n1cc(C(=O)N(CC(=O)NC2CCCC2)Cc2ccccc2)cn1	1%	3%	1.5%	0%
O=C(c1cc(-c2cccnc2)nc2ccc(Cl)cc12)N1CCC2(CC1)OCCO2	8%	-5%	0.1%	-3%
CCCCN1CCC(O)(c2ccccc2)C(C(=O)c2ccccc2)C1 (centres undefined)	3%	10%	.	.
O=C(C1CC(=O)N(C2CCCCC2)C1)N1CCC2(CC1)OCCO2 (centres undefined)	-15%	-10%	-1.7%	-9%
CCCCP(=O)(O)c1ccccc1	2%	0%	-0.4%	5%
Cc1cccc2c3c(ccc12)C1=C(C(=O)C3=O)C(C)CO1 (centres undefined)	-26%	?	.	-38%[inhibitor]
CC(=O)N1CCC2(CC1)CC(=O)c1cc(OCC(=O)N3CCN(C)CC3)ccc1O2	-6%	6%	-0.7%	-5%
CN1[C@@H]2CC[C@H]1CC(OC(c1ccc(F)cc1)c1ccc(F)cc1)C2 (some centres undefined)	-5%	10%	?	-30%[inhibitor]
CC([C@H](O)c1ccccc1)N(C)C (some centres undefined)	2%	1%	.	-10%
C=CCn1c(O)c(C(CC)=NCCCO)c(=O)[nH]c1=O	5%	3%	-0.3%	-7%
COc1cc2c(cc1OC)-c1c(O)c(OC)cc3c1[C@H](C2)N(C)CC3	?	32µM*	.	-13%
CCOC(=O)c1c(C)n(Cc2ccccc2)c2ccc(OCC(O)CN3C(=O)CNC3=O)cc12 (centres undefined)	4%	19%	?	-2%
O=c1c2ccccc2nc(CN2CCCCCC2)n1-c1ccc(F)cc1	5%	1%	1.6%	14%
CN1CC[C@@]2(CCCN(C(=O)c3ccncc3)C2)C1	-1%	-7%	3.3%[11.4 µM]	.
CC(C)CNCCc1ccccn1	8%[9.22 µM]	10%[9.22 µM]	3.2%[11.4 µM]	-8%[10.9 µM]
CC(C)CN1CCCC2(CCN(C(=O)Oc3ccccc3)CC2)C1	4%	6%	2.9%[11.4 µM]	.
CCCC(C)n1[nH]c(=O)c2c1NC(=O)CSC2c1ccc(OC)c(OC)c1 (centres undefined)	10%	8%	1.4%	13%
CC1=CC(=O)C2=C(C)CC(O)C3C(C)C(=O)OC3C12 (centres undefined)	-3%	0%	0.2%	.
Cc1cccnc1-n1c(CN2C(=O)c3ccccc3C2=O)nc2ccccc2c1=O	13%	2%	1.3%	12%
O=C(Nc1cccnc1)c1c(O)c2c(n(Cc3ccccc3)c1=O)CCCC2	10%	11%	?	2%
NC1CCC(CC2CCC(N)CC2)CC1 (centres undefined)	7%	-3%[1.84 µM]	1.6%	-24%
COc1cccc(OC)c1C1=NCC(=O)Nc2c1oc1ccc(Br)cc21	11%	26%	?	-21%
CCCCn1c(O)c(C(CC)=Nc2ccc(OCC)cc2)c(=O)[nH]c1=O	3%	4%	-0.8%	-3%
CCOc1ccc2nc(NC(=O)c3cccn(Cc4ccccc4)c3=O)sc2c1	-22%	-7%	4.7%	-5%[10.9 µM]
C#CC1(O)CCC2C3CCC4=CC(=O)CCC4(C)C3CCC21C (centres undefined)	4%	3%	.	-1%
Cc1cc(OCC(=O)N2CCN(CCc3ccncc3)CC2)cc(C)c1Cl	-19%	-15%	?	18%[10.9 µM]
NCC[Se][Se]CCN	-8%[9.22 µM]	-7%[9.22 µM]	1.2%[11.4 µM]	-71%[inhibitor][10.9 µM]
O=C1C2CCCN2C(c2cccnc2)N1c1cccc(Cl)c1 (centres undefined)	3%	-1%	-0.8%	9%
CN(C)C(=O)Oc1ccc(OC(=O)N(C)C)cc1	6%	1%	0.4%	-6%
Cc1cccc(NC(=O)CSc2nnc([C@@H](N)Cc3c[nH]c4ccccc34)o2)c1C	-4%	-9%	5.6%	-11%
Cc1ccc(C(C)C)c(OCC(=O)N2CCN(CCc3ccncc3)CC2)c1	5%	4%	0.9%	-16%[10.9 µM]
CC(=O)Nc1ccccc1OC(=O)N(C)C	-1%	-4%	-1.3%	-2%
CS(=O)(=O)Nc1ccc(Cc2noc(-c3ccc4[nH]cc(CCN)c4c3)n2)cc1	-8%	5%	0.0%	-18%
Nc1ccccc1N=Cc1c(O)n(CCC2=CCCCC2)c(=O)[nH]c1=O	?	?	-4.7%	-50%[inhibitor]
CCC(C)(C)n1nnnc1CN1CCC(n2c(C)nc3cc(C(F)(F)F)ccc32)CC1	10%	-2%	.	.
COc1ccc(C(c2ccc(OC)cc2)C(Cl)(Cl)Cl)cc1	-14%&13%	-15%&0%[1.84 µM]	?	-15%&-5%&-7%
CC(=O)O[C@H]1CC[C@@]2(C)[C@@H](CC[C@H]3[C@H]2CC(=O)[C@]2(C)[C@@H]3C[C@@H](N3CC3)[C@H]2C(C)=O)C1	-6%[9.22 µM]	-9%[9.22 µM]	2.1%[11.4 µM]	-3%[10.9 µM]
CC(C(N)=O)N1CC(c2ccc(Cl)cc2)CC1=O (centres undefined)	1%	-7%	0.9%	-4%
CCOP(=O)(C#CC(C)(C)C)C(O)(c1ccccc1)C(F)(F)F (centres undefined)	-5%	0%	0.8%	-6%
CC[C@H](CO)NC(=O)[C@H]1C=C2c3cccc4[nH]cc(c34)C[C@@H]2N(C)C1	5%[20.6 µM]	0%[20.6 µM]	1.3%[25.6 µM]	-7%[16.8 µM]
COC(=O)C1CN(C#N)N(c2ccc(Cl)cc2)C12c1ccccc1-c1ccccc12 (centres undefined)	11µM*	4µM*	.	.
S=C(S)N1CCCC1	?	25%&13%	?	-35%&-53%[inhibitor]
CC12CN3CC(c4ccccc4)(CN(C1)C31CCCCC1)C2=O	19%	-4%	1.0%	7%

An excerpt of these results, field by field:
smiles: COc1ccc(C(c2ccc(OC)cc2)C(Cl)(Cl)Cl)cc1
  p53ts 39C kill: -14%&13%	p53ts 32C kill: -15%&0%[1.84 µM]	IkB signaling: ?	Peg3 imprint: -15%&-5%&-7%

smiles: CC12CN3CC(c4ccccc4)(CN(C1)C31CCCCC1)C2=O
  p53ts 39C kill: 19%	p53ts 32C kill: -4%	IkB signaling: 1.0%	Peg3 imprint: 7%

Additional records.
SMILES	p53ts 39C kill	p53ts 32C kill	IkB signaling	Peg3 imprint
FC(F)(F)/C(=N\P(=S)(N1CCOCC1)N1CCOCC1)N1CCOCC1	4%	10%	0.6%	-4%
COc1ccc(C(=O)O[C@H]2CC[C@@]3(C)[C@H]4CC[C@H]5[C@]3(C[C@]3(O)[C@H]6CN7C[C@H](C)CC[C@H]7[C@](C)(O)[C@]6(O)[C@H](O)C[C@]53O)O[C@]24O)cc1OC	11%[9.22 µM]	-5%[9.22 µM]	-0.5%[11.4 µM]	-4%[10.9 µM]
COc1ccc(NC(=O)N2CC[C@@]3(CCCN(C(=O)Oc4ccccc4)C3)C2)cc1	6%	2%	-1.8%[11.4 µM]	.
O=C(CCn1c(=O)oc2ccccc21)N1CCC2(CC1)OCCO2	-10%	18%	-1.4%	-6%
CCCC1(CCC)C(=O)NC(=NCc2ccccc2)NC1=O	-17%	?	?	-19%
CN(C(=O)Oc1cccc2cccnc12)c1ccccc1	1%	4%	.	.
Cn1c(=O)n(C)c2cc(CNCCc3ccccc3)ccc21	1%	-10%	-1.1%	-18%[10.9 µM]
CCOC(=O)c1ncn2c1CN(C)C(=O)c1cc(N=[N+]=[N-])ccc1-2	-4%	3%	.	-7%
Cc1cc(OCC(=O)OC(C)C)c2c3c(c(=O)oc2c1)CCCC3	4%	-3%	.	.
C=CCOC(=O)C1=C(C)OC(N)=C(C(=O)OCC)C12C(=O)N(CC(N)=O)c1ccccc12 (centres undefined)	-10%	4%	-0.3%	-3%
O=[N+]([O-])c1ccc(O)c([N+](=O)[O-])c1	-7%	38%[activator]	2.7%	-83%&-50%[inhibitor]
OCCCBr	-2%	4%[1.84 µM]	1.1%	6%
CN1C[C@H](CO)C=C2c3cccc4[nH]cc(c34)C[C@@H]21	13%[20.6 µM]	7%[20.6 µM]	3.1%[25.6 µM]	-4%[16.8 µM]
c1nc(N2CC2)c2cnn([C@@H]3CCCCO3)c2n1	7%[9.22 µM]	-2%[9.22 µM]	0.1%[11.4 µM]	-3%[10.9 µM]
O=C(COc1ccc(Br)cc1)N1CCN(C2CCCC2)CC1	0%	-18%	1.5%	-14%
O=C(Oc1ccccc1)N1CCC2(CCN(Cc3ccncc3)CC2)CC1	-4%	-3%	0.4%[11.4 µM]	.
O=C(Cn1c(=O)n(Cc2ccccc2)c(=O)c2sc3ccccc3c21)NCc1ccccc1Cl	32µM*	13µM*	0.1%	13%[10.9 µM]
CSc1nc(NC(C)C)nc(NC(C)C)n1	2%	10%	.	2%

Record cards, as listed above.
CCC(C)(C)n1nnnc1CN1CCC(n2c(C)nc3cc(C(F)(F)F)ccc32)CC1 in the list: p53ts 39C kill = 10%; p53ts 32C kill = -2%; IkB signaling = .; Peg3 imprint = .
CC1=NCCc2c1[nH]c1cc(O)ccc21 in the list: p53ts 39C kill = -13%; p53ts 32C kill = -3%; IkB signaling = -0.3%[11.4 µM]; Peg3 imprint = -44%[inhibitor]
